NIH3T3 tox – Cytotoxic Profiling in NIH 3T3 Cell Line of Diverse Libraries Using Quantitative High-Throughput Screening; NIH 3T3 viability, CellTiter-Glo ATP luminescence, 48-72 h; Potency, µM (top dose mostly 96.7 µM), without a hit: at the highest dose activity change, negative = cytotoxicity, most hits filed as inhibitors; actives 4.3% (n = 94,000); also: potency is read from the fitted curve at half-maximal effect; nearly all actives have a fitted effect of over 55% in size
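ATP-dependent luminescence (CellTiter-Glo) served as the viability signal for NIH 3T3 cells treated with compound for 48 or 72 hr at 37 °C.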
IP6K1 inh – Primary qHTS assay for small molecule inhibitors of Inositol hexaphosphate kinase 1 (IP6K1). Inositol hexakisphosphate kinase 1 (Homo sapiens), Q92551. IP6K1 kinase, ADP-Glo luminescence, 2 h; active compounds read low. actives 0.81% (n = 140,000). activity change, % (series mostly up to about 58 µM); in the data active = activity change below about -25%
Target sequence (Q92551 whole entry, looked up): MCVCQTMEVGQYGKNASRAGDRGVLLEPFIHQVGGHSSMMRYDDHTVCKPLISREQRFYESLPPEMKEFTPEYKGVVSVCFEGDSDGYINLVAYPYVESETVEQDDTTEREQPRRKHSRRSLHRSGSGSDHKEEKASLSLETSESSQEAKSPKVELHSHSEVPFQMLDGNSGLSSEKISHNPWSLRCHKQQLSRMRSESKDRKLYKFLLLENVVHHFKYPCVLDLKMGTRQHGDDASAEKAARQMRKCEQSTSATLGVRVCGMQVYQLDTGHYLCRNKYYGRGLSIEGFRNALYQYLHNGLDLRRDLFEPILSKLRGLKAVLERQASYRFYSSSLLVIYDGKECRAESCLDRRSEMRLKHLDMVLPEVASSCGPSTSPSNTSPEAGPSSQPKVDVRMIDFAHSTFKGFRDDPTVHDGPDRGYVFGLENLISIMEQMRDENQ
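ADP-Glo luminescence measures ADP made by human IP6K1 during a 2 h RT reaction with ATP/IP6 (mix at 1.3 mM/130 uM); top library doses 57.5 and 19.1 uM final.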
GPT2 inhibitor – Primary qHTS assay for inhibitors of Glutamate pyruvate transaminase 2 (GPT2); Alanine aminotransferase 2 (Homo sapiens), Q8TD30; Recombinant GPT2, coupled pyruvate oxidase/HRP Amplex Red fluorescence; Potency, µM (highest dose often 57.7 µM), for the others: at the highest dose activity change, negative = inhibition, hits mostly inhibitors; actives 0.25% (n = 100,000); AID 1671188, 2021; also: potency is read from the fitted curve at half-maximal effect; nearly all actives have a fitted effect of over 60% in size; many of its hits are not listed in these tables
Target sequence (Q8TD30 whole entry, looked up): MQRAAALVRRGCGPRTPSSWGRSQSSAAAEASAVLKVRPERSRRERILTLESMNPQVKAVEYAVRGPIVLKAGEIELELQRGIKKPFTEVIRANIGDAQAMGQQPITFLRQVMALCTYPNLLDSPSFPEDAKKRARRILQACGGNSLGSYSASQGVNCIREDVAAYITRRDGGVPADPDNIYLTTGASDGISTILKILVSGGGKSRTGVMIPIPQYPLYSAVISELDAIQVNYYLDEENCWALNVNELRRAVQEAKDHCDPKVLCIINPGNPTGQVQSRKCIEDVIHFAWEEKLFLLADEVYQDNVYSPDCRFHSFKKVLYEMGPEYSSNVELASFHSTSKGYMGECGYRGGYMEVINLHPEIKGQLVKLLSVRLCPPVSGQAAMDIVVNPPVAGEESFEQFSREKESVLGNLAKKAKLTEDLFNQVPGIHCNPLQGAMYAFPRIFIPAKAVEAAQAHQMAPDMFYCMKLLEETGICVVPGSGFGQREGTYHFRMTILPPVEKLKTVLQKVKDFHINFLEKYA
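Fluorescence read-out: pyruvate from GPT2 turnover coupled to pyruvate oxidase, HRP and Amplex Red (0.2mM ThPP, 0.2U/mL PO and HRP, 50uM Amplex final). Substrates 250uM a-KG, 2mM L-alanine; enzyme 10ng/uL; 30 min RT.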
Luciferase inh – Firefly luciferase inhibition profiling of diverse chemical library using quantitative high-throughput screening; Potency, µM (highest dose often 115 µM), for the others: top-dose activity change, negative = inhibition, most hits filed as inhibitors; purified P. pyralis luciferase, luminescence, biochemical; actives 2.5% (n = 76,000); also: potency is read from the fitted curve at half-maximal effect; nearly all actives have a fitted effect of over 65% in size
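Biochemical qHTS: compound (6-point titration) added to 10uM D-luciferin plus 10uM ATP in Tris acetate pH 7.5 buffer with Mg, Tween-20 and BSA, then purified enzyme at 10nM; light output imaged.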
HEK cytotox – Cytotoxic Profiling in HEK 293 Cell Line of Diverse Libraries Using Quantitative High-Throughput Screening. HEK 293 viability, ATP luminescence (CellTiter-Glo), 48-72 h. Potency, µM (titrated, usually from 115 µM), without a hit: top-dose activity change, negative = cytotoxicity, actives largely listed as inhibitors. actives 6.6% (n = 94,000). AID 1345083, 2018; also: potency is read from the fitted curve at half-maximal effect; nearly all actives have a fitted effect of over 60% in size
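Viability of HEK 293 cells, plated at 250 cells/well, was judged by cellular ATP after compound treatment for 48 or 72 hr. Luminescence was imaged 10 min after CellTiter-Glo addition at room temperature.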
SNCA expr inh – Primary qHTS assay for inhibitors of alpha-synuclein gene (SNCA) expression. Potency, µM (titrated, usually from 57.2 µM), for inactives: at the top dose activity change, negative = inhibition, usual class: inhibitors. actives 0.17% (n = 140,000). AID 1671194, 2021. HEK-293 SNCA-luciferase knock-in, luminescence, 24 h;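 also: potency is read from the fitted curve at half-maximal effect; plate controls were DMSO cells for no effect and cell-free wells for full effect; nearly all actives have a fitted effect of over 45% in size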
HEK293 viab – GF-AFC viability counterscreen for inhibitors of alpha-synuclein gene (SNCA) expression. HEK-293-SNCA-luc viability, GF-AFC fluorescence, 24 h. Potency, µM (top dose mostly 57.1 µM), inactives show top-dose activity change, negative = cytotoxicity, most hits filed as cytotoxic. actives 0.12% (n = 150,000). AID 1671193, 2021;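 also: potency is read from the fitted curve at half-maximal effect; 0% = DMSO-treated cells and -100% = medium-only wells without cells; nearly all actives have a fitted effect of over 30% in size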
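HEK-293-SNCA-luc cells (1500/well) plated 24 h, then exposed 24 h to a dilution series; GF-AFC added 30 min at 37C, fluorescence 405/540 nm; normalised to medium-only and DMSO wells, Hill fit.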
* marks the source's active call; other numbers are inactive results; i = inactive; ? = inconclusive; . = not tested or not shown; & = joins results of further samples; [ ] = another dose, or the depositor's remark. Unless noted, calls follow the shape of the dose curve; as a rule, active = well fitted curve in the direction sought with a large enough effect; inconclusive = small, poorly fitted or top-dose-only effect, or another doubt; inactive = no such curve, though single readings can be large; an effect the other way counts as inactive or inconclusive. Unless noted, % is scaled to controls: 0 for no effect and ±100 for the full control effect.

SMILES | NIH3T3 tox | IP6K1 inh | GPT2 inhibitor | Luciferase inh | HEK cytotox | SNCA expr inh | HEK293 viab
COc1ccc(-c2cc([C@H]3CN4CC[C@H]3C[C@@H]4CNC(=O)N3CCOCC3)n(C)n2)cc1OC | -2.7% | -6.7 | ? | 2.8% | 4.5% | -20.0% | 1.0%
Cc1cc(C)cc(-n2c(=O)[nH]c3ccccc3c2=O)c1 | . | 15.3 | . | . | . | -2.8% | ?
Cc1ccc(C)c(S(=O)(=O)N2[C@H]3CC[C@@H]2c2cnc(-c4ccccc4)nc2C3)c1 | -17.3% | 1.8 | i | 6.9% | -40.7% | -17.6% | 7.7%
CN1CCC2=C(C1)c1ccccc1Cc1ccccc12 | . | -1.0 | i | . | . | . | 12.0%
N#Cc1cccc(NC(=O)N2C[C@@H]3C[C@H](C2)c2c(-c4ccccc4)ccc(=O)n2C3)c1 | -1.3%[174 µM] | -4.8 | -8.8%[88.5 µM] | -2.9%[172 µM] | i | 18.7%[87.6 µM] | 2.6%[87.6 µM]
O=C1c2ccccc2C(=O)c2ccccc21 | . | 6.2 | i | . | . | -16.4%[17 µM] | 3.2%[12.5 µM]
CCOc1ccc(C(=O)N2CCC3(CC2)c2nccn2-c2ccccc2CN3C)cc1 | -17.6% | 22.6 | i | -6.1% | -21.5% | 29.4% | -7.8%
COc1cc2c(cc1OCc1ccccc1)N([S+](=O)([O-])c1ccc3c(c1)CCO3)CC21CCN(C)CC1 | ? | -2.6 | 0.8% | -13.0% | ? | 4.5% | 6.3%
O=C(O)c1cn(Cc2ccc(F)cc2)nn1 | 4.4% | 5.4 | -2.9% | -8.6% | 4.0% | -26.6% | 2.3%
O=c1[nH]c2ccccc2c(=O)n1-c1ccc(Cl)c(Cl)c1 | . | 6.6 | . | . | . | 46.7%[activator] | ?
COc1cc2c(cc1OCc1ccccc1)NC(=O)C21CCN(Cc2nccs2)CC1 | ? | -33.4* | ? | ? | ? | 34.8%[activator][87.6 µM] | -17.2%[87.6 µM]
COCCNC(=O)[C@H]1CN2CC[C@H]1C[C@@H]2Cn1cc(C2(O)CCCC2)nn1 | i | 6.1 | i | -5.7%[172 µM] | i | -20.1%[87.6 µM] | -3.6%[87.6 µM]
Cc1cc(C(=O)CN2CCCC2)c(C)n1-c1ccc(F)cc1 | . | 19.9&-0.4 | ? | . | . | . | -12.5%&-27.1%
Cc1nc(-c2ccccc2)cc([C@H]2CN3CC[C@H]2C[C@@H]3CNS(C)(=O)=O)n1 | ? | -5.5 | i | -5.9%[172 µM] | -21.2%[172 µM] | ? | 2.7%[87.6 µM]
CN1C(=O)c2ccccc2NC(=O)C1Cc1ccccc1 (stereo unspecified) | . | 4.2 | i | . | . | . | -4.8%
CCOC(=O)[C@H]1CN(C(=O)CC(C)(C)C)[C@]2(C)C(=O)N(CC3CC3)c3ccccc3[C@H]12 | ? | -8.2 | 4.6%[27.3 µM] | . | ? | 1.1%[25.6 µM] | -4.9%[23.9 µM]
O=c1[nH]c2ccc(Cl)cc2c(N[C@@H]2CN3CCC2CC3)c1-c1nc2ccccc2[nH]1 | . | -9.8 | -23.2%&2.9% | . | . | ? | ?
Cc1ccc(C(=O)NC[C@H]2C[C@@H]3CCN2C[C@@H]3c2cc(C3CCCCC3)nn2C)cc1 | 35.5µM* | -14.8 | -0.8%[88.5 µM] | -4.6%[172 µM] | ? | -20.6%[87.6 µM] | -18.5%[87.6 µM]
CCOC(=O)[C@H]1CN(C(=O)OCC(C)C)[C@]2(C)C(=O)N(CCOC)c3ccccc3[C@H]12 | ? | 23.8 | 1.9%[27.3 µM] | . | -20.8%[57.5 µM] | -29.0%[25.6 µM] | -8.4%[23.9 µM]
Cc1nc(-c2ccc(N(C)C)cc2)cc([C@H]2CN3CC[C@H]2C[C@@H]3COC(=O)Nc2ccccc2)n1 | 3.98µM* | -7.9 | -18.1% | -3.5% | ? | ? | ?
C[N@@+]1(CC2CC2)CC[C@]23c4c5ccc(O)c4O[C@H]2C(=O)CC[C@@]3(O)[C@H]1C5 | . | 11.8 | -8.1% | . | . | . | 3.1%
C=C(C)[C@H]1O[C@H]2CC[C@@]3(C)[C@@](O)(CC[C@H]4[C@@H]5OC(C)(C)[C@H]6C[C@@H]7C(=C)Cc8c(Cl)cc9[nH]c(c5c9c8[C@@]76O)[C@@]43C)[C@]23O[C@@H]3[C@H]1O | . | 2.5 | i | . | . | . | -5.2%[23.9 µM]
O=C(Cc1ccc(F)cc1)N1CCN(CCn2nc3n(c2=O)CCCC3)CC1 | -12.4% | -8.0 | . | . | -2.9% | . | .
O=C(NCc1ccc2c(c1)OCO2)[C@H]1CN2CCC1C[C@@H]2Cn1cc(CC2CCCCC2)nn1 (stereo partly specified) | ? | 15.6 | 1.9% | -7.2% | ? | -0.8% | 3.5%
CCCS(=O)(=O)Nc1ccc(=O)n2c1[C@@H]1C[C@@H](CN(S(=O)(=O)c3ccccc3)C1)C2 | -11.9% | 9.4 | -24.9% | -4.6% | -6.1% | -13.5% | 9.7%

Profiles, looked up by structure. Values in the order: NIH3T3 tox	IP6K1 inh	GPT2 inhibitor	Luciferase inh	HEK cytotox	SNCA expr inh	HEK293 viab
CN1CCC2=C(C1)c1ccccc1Cc1ccccc12 is listed with .	-1.0	i	.	.	.	12.0%
O=C1c2ccccc2C(=O)c2ccccc21 is listed with .	6.2	i	.	.	-16.4%[17 µM]	3.2%[12.5 µM]
C[N@@+]1(CC2CC2)CC[C@]23c4c5ccc(O)c4O[C@H]2C(=O)CC[C@@]3(O)[C@H]1C5 is listed with .	11.8	-8.1%	.	.	.	3.1%
O=C(NCc1ccc2c(c1)OCO2)[C@H]1CN2CCC1C[C@@H]2Cn1cc(CC2CCCCC2)nn1 (stereo partly specified) is listed with ?	15.6	1.9%	-7.2%	?	-0.8%	3.5%
Cc1nc(-c2ccccc2)cc([C@H]2CN3CC[C@H]2C[C@@H]3CNS(C)(=O)=O)n1 is listed with ?	-5.5	i	-5.9%[172 µM]	-21.2%[172 µM]	?	2.7%[87.6 µM]

Next part.
SMILES | NIH3T3 tox | IP6K1 inh | GPT2 inhibitor | Luciferase inh | HEK cytotox | SNCA expr inh | HEK293 viab
Cc1nc(-c2ccc(F)cc2)cc([C@H]2CN3CC[C@H]2C[C@@H]3CNS(=O)(=O)Cc2ccccc2)n1 | 79.4µM* | 9.4 | i | -0.4% | 35.5µM* | 2.6% | 2.2%
CCN1CCCC12Cc1ccccc1CN(C(=O)Cc1ccccc1)C2 (stereo unspecified) | -4.2% | -7.9 | -1.7% | . | -27.3% | 7.1% | -9.3%
O=C1Nc2ccccc2CC12CCCN2Cc1cccnc1 (stereo unspecified) | -4.8%[138 µM] | -3.7 | i | . | -2.5%[172 µM] | 4.3%[87.6 µM] | 1.7%[87.6 µM]
CCCC[N+]1(C)[C@@H]2CC(OC(=O)[C@H](CO)c3ccccc3)C[C@H]1[C@@H]1O[C@@H]12 (stereo partly specified) | . | 6.8&14.8 | 5.0%&-2.4% | . | . | -15.4%[25.6 µM] | 18.8%
O=C(CN1C(=O)CN=C(c2ccccc2)c2ccccc21)Nc1cccc(C(F)(F)F)c1 | . | -7.3 | . | . | . | ? | ?
CCO[C@H]1CN(C(=O)C2(c3ccccc3)CCNCC2)C[C@@H]1O | -21.1% | 18.8 | ? | 0.0% | -5.0% | 18.4% | -3.2%
CC(=O)Nc1ccc(-c2ccc(=O)n3c2[C@@H]2C[C@@H](CN(C(=O)C4CCCCC4)C2)C3)cc1 | -13.3%[174 µM] | 21.1 | 2.2%[88.5 µM] | 1.9%[172 µM] | -5.9%[172 µM] | -20.2%[87.6 µM] | -0.7%[87.6 µM]
Cc1sc2c(c1C)C(c1ccc(Cl)cc1)=N[C@@H](CC(=O)Nc1ccc(O)cc1)c1nnc(C)n1-2 | . | -21.4 | -0.1%[17.1 µM] | . | . | . | -13.1%[12.5 µM]
CCOc1ccc(CN2C(=O)c3ccccc3Sc3ccc(C(=O)N4CCC5(CC4)OCCO5)cc32)cc1 | . | 21.9 | . | . | . | -0.9% | -3.2%
COCCn1c(C)cc(C(=O)NC2CCc3nnc(C)n3CC2)c1C (stereo unspecified) | -7.8% | 9.0 | -3.1% | 6.3% | -3.5% | -18.3% | 5.7%
CCC(C)C(C)(COC(N)=O)COC(N)=O (stereo unspecified) | . | 13.2 | -5.1% | . | . | 6.8%[25.6 µM] | -7.1%[23.9 µM]
O=C1NC2(CCN(Cc3ccccn3)C2)OCc2ccccc21 (stereo unspecified) | -19.2%[138 µM] | 14.4 | i | -0.7%[172 µM] | -10.6%[172 µM] | -7.3%[87.6 µM] | -1.3%[87.6 µM]
COc1ccc(-c2nn3c(=O)cc(CN4CCN(C(=O)COc5ccc(F)cc5)CC4)nc3s2)cc1 | . | -6.0 | . | . | . | 24.3% | -2.0%
Fc1cc(F)c2c(c1)[C@H]1C=CC[C@H]1C(c1cccnc1)N2 (stereo partly specified) | . | -5.1 | -17.6% | . | . | . | -41.7%
C[C@]12CCC(=O)C(O)=C1CC[C@@H]1[C@H]3CCC(=O)[C@@]3(C)CC[C@@H]12 | . | . | 4.7% | . | . | 6.6% | 4.1%
Cc1ccc(C)c(CC(=O)N2CCN(Cc3ccccc3)CC(O)C2)c1 (stereo unspecified) | -29.1% | 23.0 | -9.5% | 7.1% | -4.0% | 1.6% | 6.8%
Cc1ccc(-c2nc(CN3C(=O)CN=C(c4ccccc4)c4cc(Cl)ccc43)c(C)o2)cc1 | . | 0.7 | . | . | . | ? | 11.0%
N#CC(C#N)=Cc1ccc(O)c(O)c1 | . | -4.2 | ? | . | . | 1.1% | -20.0%
C=CCN1CC[C@]23c4c5ccc(O)c4O[C@H]2[C@@H](O)CC[C@@]3(O)[C@H]1C5 | . | 17.7 | -11.5% | . | . | . | -1.0%
CCC1(N2CCN(C(=O)COc3cccc(Cl)c3)CC2)CCN(C(=O)NC)C1 (stereo unspecified) | -37.3% | 5.2 | 3.1% | -24.0% | -28.4% | -2.4% | -6.6%
NC(=O)CN1C(=O)CO[C@H]2CN(Cc3ccccn3)C[C@H]21 | 5.0%[230 µM] | -0.6 | 1.2%[88.5 µM] | 3.4%[230 µM] | 2.5%[230 µM] | 0.9%[87.6 µM] | -2.2%[87.6 µM]
COc1ccc(C2(C(=O)N3CCC4(CC3)c3nccn3-c3ccccc3CN4C)CC2)cc1 | -14.5% | 14.6 | i | 1.3% | ? | -8.5% | 3.4%

The list is partial; the hit share may differ from the screen's.
